EPAC2 agonist = activates human EPAC2 exchange factor; Potency, µM (highest dose often 154 µM), without a hit: at the top dose activation, usual class: activators; hit rate 0.079% among 360,000; Q8WZA2; AID 720711; EPAC2 activation, biochemical qHTS; response scale: 100% = 6.5 mM cAMP response; note: potency is the fitted concentration of half-maximal effect; nearly all actives have a fitted effect of over 50% in size
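Guanine nucleotide exchange by EPAC2 is measured as reduced fluorescence of BODIPY-GDP once it is released from 250 nM Rap1B. Plates are read kinetically for 30 min at room temperature; results are scaled to 6.5 mM cAMP.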
EPAC2 antag = EPAC2 (human) antagonism; Q8WZA2; EPAC2 GEF exchange of Rap1B-BODIPY-GDP, fluorescence; Potency, µM (top dose mostly 114 µM), for the others: at the highest dose activity, negative = inhibition, most hits filed as inhibitors; hit rate 0.18% among 360,000; note: potency is the fitted concentration of half-maximal effect; % is set by controls: 0 for no effect and ±100 for the full control effect; nearly all actives have a fitted effect of over 45% in size; many of its hits are not listed in these tables
D3 antag = antagonists of human D3 dopamine receptor | D3R cells, DiscoveRx beta-arrestin luminescence, antagonist mode; hits give low values | P35462 | max response, negative = inhibition, % | hit rate 2.5% among 360,000; in the data active = max response below about -50%; inconclusive = no clear call, values can overlap the other calls; note: % is set by controls: 0 for no effect and ±100 for the full control effect; mostly tested at two doses, the higher about 12 µM
Target sequence (P35462 whole entry, looked up): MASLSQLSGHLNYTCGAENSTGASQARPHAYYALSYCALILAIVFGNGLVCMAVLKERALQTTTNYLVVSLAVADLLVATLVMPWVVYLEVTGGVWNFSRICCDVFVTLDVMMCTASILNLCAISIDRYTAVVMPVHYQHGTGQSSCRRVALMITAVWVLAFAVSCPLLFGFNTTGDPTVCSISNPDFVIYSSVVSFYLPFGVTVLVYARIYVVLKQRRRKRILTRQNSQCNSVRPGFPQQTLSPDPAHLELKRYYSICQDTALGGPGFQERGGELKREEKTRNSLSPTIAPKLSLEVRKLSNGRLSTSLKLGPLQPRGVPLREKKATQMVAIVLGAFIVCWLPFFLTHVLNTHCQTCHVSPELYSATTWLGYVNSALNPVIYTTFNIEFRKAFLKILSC
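Cells plated overnight at 1500 cells/well, then exposed to library compounds with dopamine controls for 90 minutes at 37 degrees C. DiscoveRx reagent added for 30–60 minutes at room temperature; luminescence read, quantitative HTS format.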
aSyn rescue = inhibitors of alpha-synuclein toxicity in yeast | Potency, µM (series often up to 46.1 µM), for the others: at the top dose growth rescue (activation), hits mostly activators | Yeast expressing alpha-synuclein, growth rescue, BacTiter-Glo, 24 h | hit rate 0.14% among 370,000; note: potency is the fitted concentration of half-maximal effect; % of control where 0% means no effect; nearly all actives have a fitted effect of over 65% in size
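Readout is rescue of growth in alpha-synuclein-expressing yeast, so inhibitors of toxicity appear as activators. Growth after 24 hr at 30 deg C in galactose medium is quantified by luminescence.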
DRD3 agonist = D3 dopamine receptor (human) agonism. P35462. D3R DiscoveRx beta-arrestin cells, luminescence, 90 min. max activation, %. hit rate 0.58% among 410,000; in the data active = max activation above about 30%; note: 0% is about no effect; mostly tested at two doses, the higher about 12 µM
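Agonist-mode cell screen: cells plated at 1500/well and incubated overnight at 37 °C, then exposed to library compounds for 90 min at 37 °C. Detection reagent was added for 30–60 min at room temperature, and luminescence was read.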
Abeta yeast res = restores growth of yeast expressing A-beta42 peptide. yeast expressing A-beta42, growth rescue, OD600, 48 h; response scale: 0% DMSO, 100% iron-clioquinol control. Potency, µM (doses to about 46.1 µM), inactives show at the highest dose growth rescue, actives largely listed as activators. hit rate 0.063% among 410,000. AID 1347071; note: potency is the fitted concentration of half-maximal effect; nearly all actives have a fitted effect of over 55% in size
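Yeast growth medium received pinned compounds, then yeast cells expressing toxic A-beta were added; plates incubated at 30 C for 48 hr. Growth read as absorbance at 600 nm, normalized to DMSO and equimolar FeCl3 plus clioquinol controls.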
TDP43 rescue = TDP-43 toxicity inhibition in yeast; hit rate 1.8% among 410,000; TDP-43 expressing yeast growth rescue, BacTiter-Glo, 24 h; AID 652104; Potency, µM (highest dose often 46.1 µM), without a hit: top-dose growth rescue (activation), most hits filed as activators; note: potency is the fitted concentration of half-maximal effect; % of control where 0% means no effect; nearly all actives have a fitted effect of over 50% in size
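Galactose-induced TDP-43 yeast, OD600=0.02, compound pinned; 24 hr, 30 deg C; BacTiter-Glo luminescence for growth. Inhibitors of TDP-43 toxicity read as activators.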
FUS yeast rescue = FUS proteinopathy suppression in yeast | hit rate 0.24% among 390,000 | S. cerevisiae FUS-expressing, growth rescue, OD600, 24 h | Potency, µM (doses to about 76.6 µM), without a hit: at the top dose growth rescue (activation), hits mostly activators;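 note: potency is the fitted concentration of half-maximal effect; plate controls were DMSO vehicle for no effect and reference control for full effect; nearly all actives have a fitted effect of over 55% in size; some results filed as inactive show a strong effect at the top dose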
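Restored growth of FUS-toxic S. cerevisiae, read as 600 nm absorbance after 24 h at 30C in galactose medium (starting OD 0.005). Controls CP55940 and DMSO.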
* marks the source's active call; other numbers are inactive results; ? = inconclusive; . = no result given; [ ] = dose if it differs, or a comment. Unless noted, calls come from the whole dose curve; as a rule, active = well fitted curve in the direction sought with a large enough effect; inconclusive = small, poorly fitted or top-dose-only effect, or another doubt; inactive = no such curve, though single readings can be large; an effect the other way counts as inactive or inconclusive.

SMILES | EPAC2 agonist | EPAC2 antag | D3 antag | aSyn rescue | DRD3 agonist | Abeta yeast res | TDP43 rescue | FUS yeast rescue
CCn1nc(C)c(NC(=O)CCCSc2nc(-c3ccco3)cc(C(F)(F)F)n2)c1C | 6% | -3% | 9 | 2% | 1 | 0% | -2% | 35%
O=c1[nH]nc(-c2ccc[nH]2)[nH]1 | -6% | -7% | 16 | 6% | 1 | 1% | -3% | -10%
CCCN1CCN(C(=O)c2ccc(CS(=O)c3ccc(F)cc3)o2)CC1 (stereo unspecified) | 0% | 6% | 3 | -8% | 1 | -1% | 13% | -11%
O=C(OCC(=O)N1CCOCC1)c1cc(S(=O)(=O)N2CCOCC2)c(Cl)cc1Cl | 8% | -1% | -13 | 3% | 5 | 1% | 13% | 1%
Cc1nonc1NC(=O)OC1CCCCC1 | 7% | -2% | 6 | 0% | -10 | -4% | -13% | 6%
COc1cc(C#N)ccc1OC(=O)C1CCN(C(=O)c2ccc(F)cc2)CC1 | -2% | -3% | -6 | 0% | -7 | 8% | -10% | 16%
CCOC(=O)C1CCCN(C(=S)NC2CCCC2)C1 (stereo unspecified) | 1% | 19% | 10 | 16% | 5 | -9% | -6% | -9%
COCCn1c(N)c(N(Cc2ccccc2)C(=O)C2CCCCC2)c(=O)[nH]c1=O | -1% | 7% | 0 | 1% | 4 | 4% | . | 25%
CCCCc1c(C)nc(N)[nH]c1=O | 2% | 17% | 9 | 1% | 1 | 18% | 7% | -10%
N#CCCN1CCN(CCC#N)CC1 | 8% | -1% | 7 | 0% | 11 | 11% | -6% | -17%
Cc1cc(Br)cc(C)c1OCCCCN(C)C | 9% | -2% | ? | 4% | -24 | 1% | -17% | -28%
Cc1cc(C)n2nc(SCC(=O)N(C)C)nc2n1 | -2% | 7% | -9 | 2% | 12 | 15% | 9% | -3%
CCOc1ccc2nc(NC(=O)c3cc(=O)c4cc(C)cc(C)c4o3)sc2c1 | . | . | . | . | -3 | -15% | 25% | -9%
Cc1ccsc1/C=N/Nc1nc(Cl)c(Cl)cc1Cl | 1% | 0% | -8 | -3% | 1 | 3% | 1% | -21%
Cc1ccc(Nc2nc(NCc3ccco3)c3ccccc3n2)cc1 | 10% | ? | 0 | -11% | -10 | -31% | 26% | 21%
CCC(C)NC(=O)c1[nH]c2cc(C)ccc2c1Sc1ccc(Cl)cc1 (stereo unspecified) | . | . | . | . | -5 | 0% | 5% | -6%
O=C(O)CCc1ccc(-c2ccc(Br)cc2)n1-c1cccc(O)c1 | 10% | -24% | -18 | -3% | 0 | 1% | ? | 9%
COC(=O)c1ccc(NC(=S)N2CCN(Cc3cccc(C)c3)CC2)cc1 | 8% | -13% | -9 | 2% | -16 | -1% | ? | 10%
CCOc1ccc(C(=O)NC2CCN(S(=O)(=O)c3ccccc3)CC2)cc1 | 3% | -4% | -7 | -7% | 3 | 3% | -9% | -6%
CC(C)CN(C1CCS(=O)(=O)C1)S(=O)(=O)c1ccc2ccccc2c1 (stereo unspecified) | 5% | 0% | 1 | 3% | 6 | -1% | 0% | -10%
O=C(O)Cn1c2c(c3ccccc31)CCCC2 | -8% | 8% | 1 | -2% | 2 | 0% | 23% | .
CCOP(=O)(OCC)C(NC(=O)c1cccs1)C(F)(F)F (stereo unspecified) | 3% | -4% | 4 | 0% | 1 | 3% | -4% | 4%
Cc1c(C(=O)/C=C/c2cccs2)oc2ccc(F)cc12 | -4% | 6% | -16 | -10% | -6 | -12% | -28% | 40%
O=C(CSC(=S)N1CCOCC1)N1N=CCC1c1ccccc1 (stereo unspecified) | 11% | 33%[activator] | -13 | -8% | -2 | 1% | -2% | -11%
O=C(Nc1ccc(NC(=O)c2cccs2)cc1)c1ccc2ccccc2c1 | 5% | -8% | -23 | -3% | 5 | -2% | -6% | -10%
Cc1nc2ccc(NC(=O)CS(=O)(=O)c3ccc(F)cc3)cc2s1 | 7% | -11% | -15 | -4% | -11 | -8% | 0% | 22%
CCC(Oc1ccccc1OC)C(=O)Nc1ccc2c(c1)OCCO2 (stereo unspecified) | 3% | -10% | -1 | 0% | 4 | 9% | 4% | 17%
COc1ccccc1NC(=O)Cn1c(=O)n(Cc2ccc3c(c2)OCO3)c(=O)c2oc3ccccc3c21 | . | . | . | . | -9 | -12% | 5% | -2%
CCOC(=O)CSc1cc(C)nc2ccc(OC)cc12 | 4% | 0% | 5 | 13% | 3 | 1% | -5% | 2%
CN(CC(=O)Nc1ccc(F)c(F)c1F)C(=O)C1CCCC1 | 5% | 7% | 0 | 0% | 3 | -10% | 2% | -10%
NS(=O)(=O)c1ccc(NC(=O)COC(=O)Cn2cnc3ccccc3c2=O)cc1 | ? | 5% | -3 | -5% | 1 | 13% | -21% | .
Cc1ccc(NS(=O)(=O)c2cccc(C(=O)NCCCN3CCOCC3)c2)cc1 | -4% | 1% | 7 | 2% | -1 | 1% | 13% | 5%
CCn1c(SC(C)C(=O)Nc2nccs2)nnc1-c1ccncc1 (stereo unspecified) | -5% | -2% | -13 | -5% | -4 | -8% | 3% | 12%
O=c1oc2ccc(Cl)cc2nc1/C=C(\O)c1cccs1 | 100µM* | 100%[activator] | -8 | 1% | -7 | 8% | -12% | -4%
C#CCN(CC=C)C(=O)c1ccc2nc(C3CCCCC3)oc2c1 | 2% | -1% | 66 | 5% | -1 | -17% | 7% | 16%
CN(C)C(CNC(=O)c1cccc(S(=O)(=O)Nc2ccccc2Cl)c1)c1ccco1 (stereo unspecified) | -1% | -6% | ? | -1% | -26 | 4% | 4% | 15%
COc1ccccc1/C=N/n1cnnc1 | 8% | -6% | 0 | -2% | 3 | 0% | 16% | -25%
O=C(NNc1ccc(F)cc1)c1c(F)cccc1Cl | 3% | 6% | 4 | 11% | 0 | 3% | 10% | -17%
CCC1(C)Cc2c(sc3nc(SC)n(-c4ccc(C)cc4)c(=O)c23)CO1 (stereo unspecified) | . | . | . | . | -10 | -24% | -3% | -10%
CCOC(=O)c1cc(-c2ccc(C)cc2)n(CCC(=O)NC(C)CC)c1C (stereo unspecified) | -6% | 20% | 0 | 1% | -1 | -15% | 14µM* | 8%
O=C(NC(=O)c1ccccc1)OCC(F)(F)F | -5% | 6% | -9 | 3% | 1 | 19% | -38%[inhibitor] | -9%
N#Cc1ccccc1NC(=O)COC(=O)CN1C(=O)C2CCCCC2C1=O (stereo unspecified) | 4% | 6% | -27 | -4% | -14 | -15% | -21% | 15%
Cc1cc(C)c2c(c1)OC(O)(C(F)F)CC2=O (stereo unspecified) | 3% | -1% | -13 | 7% | 3 | 6% | -12% | -10%
CC(C)CCOc1ccc(C(CC(N)=O)C(=O)O)cc1 (stereo unspecified) | -19% | -2%[57.1 µM] | 44 | 4% | 0 | 25% | 8% | -12%
CCOCCCn1c(=N)c(C(=O)NCc2ccc3c(c2)OCO3)cc2c(=O)n3cccc(C)c3nc21 | -6% | -4% | -11 | 5% | 21 | 4% | -9% | 15%
Cc1cn([C@H]2C[C@H](O)[C@@H](/C=C/C(=O)NCCC(C)C)O2)c(=O)[nH]c1=O | 11% | 9% | -18 | -12% | 1 | -16% | 5% | -26%
CN(C)CCNC(=O)CCn1nc(-c2ccc(Cl)cc2)ccc1=O | 3% | 8% | 1 | 4% | 6 | -1% | 0% | 1%
CC(c1ccc(Br)cc1)N1CC23C=CC(O2)C(C(=O)O)C3C1=O (stereo unspecified) | 1% | 3% | 10 | 1% | -3 | -19% | 8% | -19%
Cc1ccc(Cl)cc1N1CCN(C(=O)c2ccc(NC(=O)c3nsc4ccccc34)cc2)CC1 | . | . | . | . | -1 | 2% | 22% | ?
Cc1ccc(NC(NC(=O)Cc2ccccc2)C(Cl)(Cl)Cl)cc1 (stereo unspecified) | -3% | 1% | 3 | 12% | -7 | ? | ? | .
COc1ccc(-c2noc(CCC(=O)NCc3cccnc3)n2)cc1OC | 2% | 19% | 2 | -3% | 2 | -3% | -20% | 34%
Cc1cccc(NC(=O)NCc2cccnc2)c1C | 1% | 1% | 4 | 8% | 1 | 3% | 1% | 13%
O=C(N/N=C/c1cn(Cc2cccc(F)c2)c2ccccc12)c1cc(O)cc(O)c1 | 7% | 6% | -1 | 9% | 3 | ? | 13% | 27%
CCOC(=O)c1c(C)[nH]c(C(=O)CN(C)CC(=O)Nc2ccccc2C(F)(F)F)c1C | 0% | -13% | 10 | -1% | -25 | ? | 6% | 15%

Ten compounds out of the list, sorted by heavy-atom count, highest first.
SMILES | EPAC2 agonist | EPAC2 antag | D3 antag | aSyn rescue | DRD3 agonist | Abeta yeast res | TDP43 rescue | FUS yeast rescue
CCOCCCn1c(=N)c(C(=O)NCc2ccc3c(c2)OCO3)cc2c(=O)n3cccc(C)c3nc21 | -6% | -4% | -11 | 5% | 21 | 4% | -9% | 15%
Cc1ccc(Cl)cc1N1CCN(C(=O)c2ccc(NC(=O)c3nsc4ccccc34)cc2)CC1 | . | . | . | . | -1 | 2% | 22% | ?
CCOC(=O)c1c(C)[nH]c(C(=O)CN(C)CC(=O)Nc2ccccc2C(F)(F)F)c1C | 0% | -13% | 10 | -1% | -25 | ? | 6% | 15%
O=C(N/N=C/c1cn(Cc2cccc(F)c2)c2ccccc12)c1cc(O)cc(O)c1 | 7% | 6% | -1 | 9% | 3 | ? | 13% | 27%
N#Cc1ccccc1NC(=O)COC(=O)CN1C(=O)C2CCCCC2C1=O (stereo unspecified) | 4% | 6% | -27 | -4% | -14 | -15% | -21% | 15%
Cc1cn([C@H]2C[C@H](O)[C@@H](/C=C/C(=O)NCCC(C)C)O2)c(=O)[nH]c1=O | 11% | 9% | -18 | -12% | 1 | -16% | 5% | -26%
CN(C)CCNC(=O)CCn1nc(-c2ccc(Cl)cc2)ccc1=O | 3% | 8% | 1 | 4% | 6 | -1% | 0% | 1%
Cc1ccc(NC(NC(=O)Cc2ccccc2)C(Cl)(Cl)Cl)cc1 (stereo unspecified) | -3% | 1% | 3 | 12% | -7 | ? | ? | .
CC(C)CCOc1ccc(C(CC(N)=O)C(=O)O)cc1 (stereo unspecified) | -19% | -2%[57.1 µM] | 44 | 4% | 0 | 25% | 8% | -12%
Cc1cccc(NC(=O)NCc2cccnc2)c1C | 1% | 1% | 4 | 8% | 1 | 3% | 1% | 13%

Bioassay records deposited in PubChem by National Center for Advancing Translational Sciences (NCATS).

Only part of the results is shown; rates above refer to the full screens.
